Screening data (PubChem BioAssay)
APE1 inh = inhibitors of human APE1 endonuclease | Potency, µM (doses to about 65.8 µM), for inactives: at the highest dose activity change, negative = inhibition, actives largely listed as inhibitors | AID 2517 | recombinant APE1, TAMRA/BHQ-2 abasic DNA cleavage fluorescence | hit rate 0.35% among 350,000;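 note: potency is the fitted concentration of half-maximal effect; plate controls were vehicle for no effect and reference inhibitor for full effect; nearly all actives have a fitted effect of over 55% in size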
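0.75 nM APE1 + cpd, 15 min RT; start w/ 50 nM TAMRA/BHQ-2 THF-abasic dsDNA; kinetic fluor 525/598 nm ×3 reads @60 s; Δ(read3−read1); normalized to DMSO and NSC13755 control wells.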
POLB inh = blocks human DNA polymerase beta activity; P06746; hit rate 1.3% among 340,000; Pol beta primer extension/strand displacement, fluorescence kinetic; Potency, µM (series often up to 114 µM), for inactives: top-dose activity change, negative = inhibition, hits mostly inhibitors; note: potency is the fitted concentration of half-maximal effect; % is set by controls: 0 for no effect and ±100 for the full control effect
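Curves were derived by four-parameter Hill fits of normalized qHTS data. The kinetic fluorescent primer-extension read was taken at 0 and 10 min after 50 nM substrate, following a 15 min room-temperature preincubation of 10 nM enzyme with compounds.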
BLM inh = inhibitors of human Bloom syndrome helicase BLM | recombinant BLM DNA unwinding, fluorescence dequenching | Potency, µM (top dose mostly 56.1 µM), without a hit: top-dose activity change, negative = inhibition, most hits filed as inhibitors | hit rate 0.2% among 350,000;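 note: potency is the fitted concentration of half-maximal effect; plate controls were vehicle for no effect and no enzyme for full effect; nearly all actives have a fitted effect of over 35% in size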
Target sequence (P54132 whole entry, looked up): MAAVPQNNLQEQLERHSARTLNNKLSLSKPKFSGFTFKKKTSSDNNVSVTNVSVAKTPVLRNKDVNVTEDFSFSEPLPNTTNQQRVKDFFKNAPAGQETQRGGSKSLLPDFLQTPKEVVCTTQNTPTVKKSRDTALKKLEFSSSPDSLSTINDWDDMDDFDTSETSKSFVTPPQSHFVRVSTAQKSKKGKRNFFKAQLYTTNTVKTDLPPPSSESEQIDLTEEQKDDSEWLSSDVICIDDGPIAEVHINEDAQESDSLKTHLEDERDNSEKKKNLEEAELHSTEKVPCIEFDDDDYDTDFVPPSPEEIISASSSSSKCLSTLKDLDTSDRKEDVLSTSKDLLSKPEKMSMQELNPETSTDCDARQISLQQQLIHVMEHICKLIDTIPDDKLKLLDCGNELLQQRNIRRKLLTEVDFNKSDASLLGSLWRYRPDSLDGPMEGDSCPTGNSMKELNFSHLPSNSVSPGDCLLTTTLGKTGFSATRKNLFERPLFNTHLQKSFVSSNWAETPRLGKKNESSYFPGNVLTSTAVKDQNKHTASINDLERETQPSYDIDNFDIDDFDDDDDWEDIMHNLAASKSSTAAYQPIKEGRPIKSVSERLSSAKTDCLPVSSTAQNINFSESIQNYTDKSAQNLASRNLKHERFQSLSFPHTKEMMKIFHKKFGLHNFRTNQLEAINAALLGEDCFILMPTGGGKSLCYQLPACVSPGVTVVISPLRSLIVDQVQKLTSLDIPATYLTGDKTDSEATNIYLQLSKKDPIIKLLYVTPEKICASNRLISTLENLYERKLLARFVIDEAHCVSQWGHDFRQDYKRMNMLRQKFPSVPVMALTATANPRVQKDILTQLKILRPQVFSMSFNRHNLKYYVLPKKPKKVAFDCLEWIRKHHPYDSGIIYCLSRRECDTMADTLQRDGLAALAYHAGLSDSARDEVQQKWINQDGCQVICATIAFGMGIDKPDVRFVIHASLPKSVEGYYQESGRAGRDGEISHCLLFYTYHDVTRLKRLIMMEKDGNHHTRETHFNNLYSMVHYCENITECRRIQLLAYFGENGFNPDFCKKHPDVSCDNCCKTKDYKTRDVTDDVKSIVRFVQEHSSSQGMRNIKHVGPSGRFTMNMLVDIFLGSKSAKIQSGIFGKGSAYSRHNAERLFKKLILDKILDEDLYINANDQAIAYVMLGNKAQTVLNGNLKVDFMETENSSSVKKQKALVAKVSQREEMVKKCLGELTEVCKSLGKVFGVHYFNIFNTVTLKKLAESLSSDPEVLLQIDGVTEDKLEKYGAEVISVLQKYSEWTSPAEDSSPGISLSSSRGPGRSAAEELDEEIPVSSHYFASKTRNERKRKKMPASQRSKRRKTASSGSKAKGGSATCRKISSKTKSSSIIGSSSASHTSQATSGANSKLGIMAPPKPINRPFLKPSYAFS
ERG Ets-DNA blk = inhibitors of human ERG Ets domain-DNA interaction. P11308. fluorescence polarization, His-ERG Ets domain / labelled DNA. Potency, µM (series often up to 76.9 µM), for inactives: at the highest dose FP activity, negative = inhibition, most hits filed as inhibitors. hit rate 0.028% among 370,000. AID 624246; active = well fitted inhibition curve with a large enough effect in the polarisation, with a control signal flat; inconclusive = small, poorly fitted or top-dose-only effect, or effect the other way, or a change in a side signal; inactive = no such curve, though single readings can be large or run the other way; the % refers to the polarisation;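 note: polarization taken with two DNA probes labelled with fluorescein and Texas red; potency is the fitted concentration of half-maximal effect; % of control where 0% means no effect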
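His-tagged ERG Ets domain (1 uM in the protein solution; 300mM KCl, 50mM Tris-HCl, 1mM EDTA, 1mM DTT, pH 7.5) received compound, then a probe mix of 5 nM fluorescein-DNA and 100nM Texas-615-DNA. Fluorescence polarization was read for both dyes.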
TRHR agonist = activates the human TRH receptor; TRHR cells, calcium flux fluo-8, FDSS agonist mode; activation, % at 2 µM; hit rate 0.18% among 360,000; AID 493084; in the data active = activation above about 30%; note: 0% is about no effect
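Read-out: compound-evoked intracellular calcium rise in TRHR cells, fluo-8 dye, kinetic FDSS fluorescence at 1 s/cycle following a 10-cycle baseline. Cells cultured overnight before dye loading (30 min–1.5 h, RT).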
Apoferritin bind = binds horse apoferritin like a general anesthetic | AID 485281 | hit rate 0.074% among 350,000 | apoferritin/1-aminoanthracene competitive binding, fluorescence | Potency, µM (series often up to 77.5 µM), for inactives: at the highest dose activity change, negative = displacement, most hits filed as inhibitors; note: potency is the fitted concentration of half-maximal effect; % is set by controls: 0 for no effect and ±100 for the full control effect; nearly all actives have a fitted effect of over 20% in size
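Probe: 1-aminoanthracene (50% saturated, PBS). Protein: horse-spleen apoferritin, 10 uM. Incubation: 10 min, room temperature. Detection: 380 nm excitation, 535 nm emission. Analysis: normalized response, four-parameter Hill.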
POLI inh = DNA polymerase iota (human) inhibition. Q9UNA4. Pol iota fluorescent replication assay, 10 min. Potency, µM (top dose mostly 115 µM), for the others: top-dose activity, negative = inhibition, hits mostly inhibitors. hit rate 1% among 390,000. AID 588590; note: potency is the fitted concentration of half-maximal effect
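Pol iota at 10 nM preincubated 15 min with compounds at room temperature; reaction started with fluorescent substrate, 50 nM final. Fluorescence read kinetically at 0 and 10 min; buffer-only wells as negative control.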
12-LOX inh = blocks human arachidonate 12S-lipoxygenase; hit rate 1.1% among 580,000; purified 12hLO, xylenol orange hydroperoxide absorbance; Potency, µM (doses to about 108 µM), without a hit: at the highest dose activity change, negative = inhibition, actives largely listed as inhibitors; P18054; AID 1671190; note: potency is the fitted concentration of half-maximal effect; % is set by controls: 0 for no effect and ±100 for the full control effect
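Purified human 12hLO (150 nM final) in 25 mM Hepes, 0.01% Triton X-100, pH 7.0 was preincubated 15 min at room temperature with compound. Then 40 uM arachidonic acid was added, 30 min. Hydroperoxide was read by Fe-XO absorbance ratio 573/405 nm.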
POLK inh = DNA polymerase kappa (human) inhibition; purified Pol kappa, fluorescent DNA synthesis assay, 10 min; Potency, µM (titrated, usually from 107 µM), for the others: at the top dose activity, negative = inhibition, actives largely listed as inhibitors; hit rate 0.53% among 400,000; AID 588579; note: potency is the fitted concentration of half-maximal effect; % is set by controls: 0 for no effect and ±100 for the full control effect
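Kinetic fluorescence screen: compound preincubated 15 min RT with 10 nM enzyme; 50 nM substrate (final) initiates; reads at 0/10 min.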
Starred values were filed as active, the others as inactive; ? = inconclusive; · = not tested or not shown; & = joins results of further samples; [ ] = dose if it differs, or a comment. Unless noted, calls come from the whole dose curve; as a rule, active = well fitted curve in the direction sought with a large enough effect; inconclusive = small, poorly fitted or top-dose-only effect, or another doubt; inactive = no such curve, though single readings can be large; an effect the other way counts as inactive or inconclusive. This is a subset; count on the stated rates, not on these rows.

no.	mol	APE1 inh	POLB inh	BLM inh	ERG Ets-DNA blk	TRHR agonist	Apoferritin bind	POLI inh	12-LOX inh	POLK inh
1	CCOc1ccc(Cl)cc1CN1CCOCC1	3%	0%	1%	-1%	-0.3	-8%	6%	139%[activator]	-7%
2	CCOC(=O)c1ccc(NC(=O)C2CCN(C(=O)N3CC(C)Oc4ccc(C)cc43)CC2)cc1 (configuration not stated)	·	-8%	-1%	-1%	0.3	4%	20%	-15%	-1%
3	O=C(c1ccc(NC(=S)NCc2ccc(Cl)cc2)cc1)N1CCCCC1	1%	10%	-1%	-2%	-2.1	-2%	34%	-11%	0%
4	O=C(Nc1nc2ccccc2n1Cc1ccccc1)c1ccco1	15%	3%	-2%	3%	-0.9	2%	18%	-5%	1%
5	O=C(NCCCN1CCOCC1)c1ccc(N2CCCC2)c([N+](=O)[O-])c1	-4%	1%	-1%	-5%	-0.2	-14%	?	-4%	-10%
6	CN(C)C(=O)C(OC(=O)c1ccc2c(c1)CCCC2)c1ccccc1 (configuration not stated)	24%	24%	-6%	-16%	-1.4	3%	3%	-1%	1%
7	CCOCCCNC(=O)c1ccc2c(c1)ncn2-c1ccc(C)cc1C	-5%	5%	-2%	-7%	-0.2	-7%	-16%	-4%	-4%
8	O=C(O)c1c2cc(Br)ccc2nc2[nH]c(=O)[nH]c(=O)c12	·	·	·	3%	·	·	21%	-10%	-14%
9	CCOC(=O)c1c(NC(=O)CC2SC(=NC)N(C)C2=O)sc(C)c1C (configuration not stated)	-5%	6%	-1%	3%	-0.7	?	2%	0%	2%
10	Cc1ccc(/C=C/C(=O)OCC(=O)N2CC(=O)Nc3ccccc32)o1	?	-1%	-4%	9%	-0.2	?	-21%	?	-7%
11	CC(C)CC(CO)N1CCN(C(=O)c2cccc(C(F)(F)F)c2)CCC1=O (configuration not stated)	0%	1%	-3%	-12%	0.1	-2%	20%	19%	12%
12	OCC1OC(Oc2c(Br)cc(Br)cc2Br)C(O)C(O)C1O (configuration not stated)	·	·	·	0%	·	·	12%	-14%	1%
13	CCc1ccc(OCc2ccc(C(=O)OC)o2)cc1	-17%	12%	-5%	15%	-0.4	-3%	?	67%[activator]	-6%
14	COc1ccc(NC(=S)N(CCN(C)C)Cc2cccs2)cc1	0%	75%	-8%	2%	0.1	-5%	71%[activator]	-10%	-16%
15	COc1ccc(C(=O)n2cc(C(=O)c3cc(C)ccc3O)cn2)cc1	0%	-9%	-7%	11%	-0.2	12%	18%	-19%	-11%
16	COc1ccc(N2CCN(C(=O)CSc3nnc(COc4cccc5cccnc45)o3)CC2)cc1	-4%	23%	-4%	-13%	-0.4	?	10%	-1%[57.4 µM]	-1%
17	Cc1cc(=O)[nH]c2nnnn12	19%	10%	0%	13%	0.9	1%	-19%	?	10%
18	Cc1csc(NC(=O)c2ccc3ccccc3n2)n1	-4%	3%	-1%	-5%	-1.2	-3%	113%[activator]	14µM*	-3%
19	CCN(C(=O)c1sc2nc3n(c(=O)c2c1C)CCCCC3)c1ccc(OC)cc1	·	0%	-4%	0%	0.2	237%[activator]	24%	-24%	-6%
20	O=C(Nc1ccccc1)c1ccc(Nc2c([N+](=O)[O-])cc([N+](=O)[O-])c3ccccc23)cc1	2%	16%	4%	-10%	0.2	-2%	1%	-10%	-19%
21	CN(CC(=O)NC1CC(C)(C)NC(C)(C)C1)S(=O)(=O)c1cc(Cl)ccc1Cl	5%	-7%	0%	2%	0.4	-2%	39%[activator]	?	-2%
22	CC(C)(C)c1cc(=O)n2[nH]c(N)nc2n1	14%	34%	4%	4%	0.4	-8%	15%	5%	7%
23	CC1CN(S(=O)(=O)c2cc(C(=O)NCCC3=CCCCC3)ccc2Cl)CC(C)O1 (configuration not stated)	41%	·	·	-1%	1.2	·	12%	2%	0%
24	CCCCSc1nc(C)nc2c1c(=O)n(C)c(=O)n2C	0%	3%	3%	-17%	-0.1	-3%	27%	41%[activator][57.4 µM]	-14%
25	C/C(=C\C(=O)c1ccc(Br)cc1)NCc1ccc2c(c1)OCO2	2%	25%	-13%	-16%	0.1	?	3%	20%	0%
26	CCc1ccc(Nc2ccc3nonc3c2[N+](=O)[O-])cc1	·	·	·	-3%[15.4 µM]	·	·	-24%	159%[activator]	4%
27	CCn1c(CNC(=O)c2ccc(OC)c(OC)c2)nnc1SCC(=O)Nc1ccc(OC)cc1	-4%	3%	0%	-18%	0.5	-3%	9%	-9%	6%
28	C=CCN=C1CC(C)(C)C(C(=O)OC)C(O)=C1C(=O)CCC (configuration not stated)	-2%	-20%	2%	3%	0.0	-7%	7%	-16%	-8%
29	CS/C(=C\[N+](=O)[O-])Nc1ccc(Cl)cc1	-1%	16%	-2%	7%	0.2	?	?	3%	4%
30	CN(C)CCCCOc1ccc(F)cc1	-5%	28%	-2%	-10%	0.2	-3%	-3%	-16%	8%
31	COc1ccc(-c2csc3nc(C)nc(N4CCCCC4)c23)cc1OC	0%	-2%	-4%	4%	-0.1	-21%	49%[activator]	0%	-4%
32	CCOC(=O)C(C)Sc1ncc(-c2ccc(Cl)cc2)cn1 (configuration not stated)	-7%	5%	-7%	3%	1.6	?	-1%	-7%	-18%
33	C/C(=N\NS(=O)(=O)c1ccccc1)c1cc(Cl)cc(Cl)c1O	0%	12%	1%	5%	-0.4	-10%	-24%	?	5%
34	Cc1ccc2nc(Nc3nc(C)cc(-c4ccccc4)n3)[nH]c(=O)c2c1	?	?	-1%	8%	-1.2	1%	9%	-15%	-14%
35	CC(OC(=O)c1ccc(NC(=O)CC#N)cc1)C(=O)Nc1nc(-c2ccccc2)cs1 (configuration not stated)	15%	·	·	-1%	0.3	·	12%	-1%	3%
36	COc1cccc(NC(=O)C2C3CCC4C(CCC32)C4(Cl)Cl)c1 (configuration not stated)	-2%	0%	2%	·	1.2	-15%	?	-2%	-7%
37	O=S(=O)(Nc1cccc(-c2ccc(N3CCOCC3)nn2)c1)c1ccccc1C(F)(F)F	·	11%	-4%	-2%	0.0	?	19%	-9%	-2%[60.1 µM]
38	CS(=O)(=O)c1ccc2nc(NC(=O)c3ccc(NS(=O)(=O)c4cccc([N+](=O)[O-])c4)cc3)sc2c1	-3%	0%	-10%	0%	0.1	-6%	-15%	-18%	-16%
39	CC1CCN(S(=O)(=O)c2ccc(C(=O)N3CCCC3C(=O)O)cc2)CC1 (configuration not stated)	13%	·	·	17%	0.5	·	-8%	276%[activator]	-22%
40	CC(C)CC(COCc1ccc(Cl)cc1)N1CCN(C(=O)c2ccc(Cl)cc2Cl)CCC1=O (configuration not stated)	9%	6%	-15%	10%	-1.1	9%	-5%	-15%	-16%
41	COc1ccc(CCNS(=O)(=O)c2ccc(Br)cc2)cc1OC	-16%	9%	3%	5%	0.2	-7%	-8%	?	-13%
42	COc1ccc(Cl)cc1S(=O)(=O)Nc1ccc2c(c1)n(C)c(=O)n2C	59%[activator]	8%&-2%	0%&0%	-15%&-2%	0.5&0.7	-5%&-8%	38%[activator]	?	-32%&-63%
43	O=C(COc1ccccc1)c1ccccc1	·	·	·	0%	·	·	-2%	3%	4%
44	CNc1ccc(C=C2C=Cc3ccccc32)cc1	·	·	·	7%	·	·	68%[activator]	?	-13%
45	O=C(NCc1csc(-c2cccs2)n1)C1CC1	19%	34%	-7%	5%	0.1	4%	?	-29%	-7%
46	O=C(CN1CCN(CC(=O)Nc2ccc(Cl)cc2)CC1)Nc1ccc(F)cc1	44%	1%	-2%	6%	0.2	-1%	118%[activator]	-52%	-6%
47	Cc1ccccc1NCc1ccc(O)c2ncccc12	1%	?	-1%	-20%	0.2	-4%	-15%	?	0%
48	Cc1ccccc1NS(=O)(=O)c1ccc2c(c1)n(C)c(=O)n2C	2%	5%	-3%	0%	0.3	-7%	43%[activator]	0%	-3%
49	Cc1ccc(N(CC(=O)N/N=C/c2ccc(OCC(N)=O)cc2)S(C)(=O)=O)cc1Cl	22%	-1%	-9%	-3%	0.5	-1%	40%[activator]	-8%	-10%
50	O=C(Nc1ccc(F)cc1)OCCOc1ccc([N+](=O)[O-])cc1	70%[activator]	36%	-2%	2%	-0.7	0%	22%	-7%	9%
51	CC[C@H](C)[C@H]1CNC(=O)C(=O)N1CC1CCN(CCc2ccc(Cl)c(Cl)c2)CC1	·	·	·	1%	·	·	12%	?	20%
52	Cc1c(C#N)c(N=CN(C)C)c(C(=O)c2ccc(Br)cc2)n1-c1ccccc1	1%	15%	-13%	·	-1.3	?	14%	5%	-8%
53	COC(=O)c1c(NC(C)=O)c2c3c(sc2n1Cc1cc(C)ccc1C)CCCC3	·	12%	-1%	-1%	0.6	-11%	0%	3%	-9%
54	O=C(CN1CCN(CC(=O)Nc2ccccc2C(F)(F)F)CC1)Nc1ccccc1F	-1%	3%	-5%	1%	0.6	-6%	19%	0%	-7%
